Compound activity: PubChem, Sanford-Burnham Center for Chemical Genomics
tim23-1 inh – tim23-1 yeast growth inhibition; S. cerevisiae tim23-1 growth, BacTiter-Glo luminescence, 24 h; inhibition, % at 20 µM; 330,000 compounds, 1.3% hits;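 active = growth inhibition of the mutant yeast at or above 50%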;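 note: temperature-sensitive mutant grown at 25 °C; plate controls were DMSO-treated mutant yeast for no effect and medium wells lacking yeast for full effect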
APJ ag – activates the human apelin receptor APJ; P35414; CHO-K1 APJ PathHunter beta-arrestin, luminescence; 0% DMSO wells, 100% apelin; activation, % at 20 µM; 330,000 compounds, 0.11% hits; AID 2520;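 active = activation more than six SD over the plate average, tested at 20 µM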;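 note: 0% = DMSO alone and 100% = apelin-13 at 10 nM; some results filed as inactive read as strong as hits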
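Assay system: CHO-K1 APJ beta-arrestin complementation cell line / Compound: single test compound dose, 20 µM final, 1% DMSO / Times: overnight seeding, 90 min compound at 25 °C, 1 h detection / Technique: beta-gal luminescence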
CXCR6 block – CXCR6 (human) receptor inhibition; CHO-K1 PathHunter CXCR6 beta-arrestin, luminescence; inhibition, % at 20 µM; 360,000 compounds, 0.36% hits; AID 602244; in the data active = inhibition above about 34%, passing the limit was not always enough;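 note: antagonist mode with CXCL16 agonist at 10 nM final; 0% = 10 nM CXCL16 with DMSO and 100% = unstimulated wells without agonist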
TIM10 inh – growth inhibitors of TIM10 yeast strain; AID 463195; S. cerevisiae TIM10 strain growth, BacTiter-Glo luminescence, 24 h; inhibition, % at 10 µM; 330,000 compounds, 1.4% hits;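 active = inhibition of 40% or more at the single tested concentration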;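 note: wild-type TIM10 isogenic control strain grown at permissive 25 °C; 0% = DMSO yeast wells and 100% = minimal medium wells without yeast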
APJ antagonist – antagonists of human APJ apelin receptor; inhibition, % at 20 µM; 330,000 compounds, 0.32% hits; P35414; CHO-K1 APJ beta-arrestin complementation, luminescence;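 active = inhibition above about 40% at 20 µM, limit read from the data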;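 note: cells challenged with 10 nM apelin-13 agonist together with compound; plate controls were apelin-13 plus DMSO wells for no effect and DMSO wells lacking apelin-13 for full effect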
Mdm2-MdmX inh – human Mdm2/MdmX binding inhibition | 330,000 compounds, 3% hits | O15151+Q00987 | AID 485346 | inhibition, % at 8 µM | SaOS-2 split-luciferase Mdm2/MdmX complementation, luminescence;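 active = inhibition of at least 50% at 8 µM in the primary screen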
Target sequence (O15151 whole entry, looked up): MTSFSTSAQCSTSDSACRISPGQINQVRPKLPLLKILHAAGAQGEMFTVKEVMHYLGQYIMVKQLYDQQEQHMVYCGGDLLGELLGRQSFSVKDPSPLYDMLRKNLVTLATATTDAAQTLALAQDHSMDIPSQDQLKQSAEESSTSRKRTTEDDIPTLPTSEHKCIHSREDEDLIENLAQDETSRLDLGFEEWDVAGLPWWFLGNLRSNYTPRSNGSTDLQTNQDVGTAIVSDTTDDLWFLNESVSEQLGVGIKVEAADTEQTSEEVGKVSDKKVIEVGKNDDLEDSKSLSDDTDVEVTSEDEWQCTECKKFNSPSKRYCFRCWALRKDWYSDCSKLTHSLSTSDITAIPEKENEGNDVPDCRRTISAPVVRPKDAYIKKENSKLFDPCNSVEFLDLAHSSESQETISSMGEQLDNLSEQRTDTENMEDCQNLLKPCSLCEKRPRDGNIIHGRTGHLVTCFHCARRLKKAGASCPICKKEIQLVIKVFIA
Target sequence (Q00987 whole entry, looked up): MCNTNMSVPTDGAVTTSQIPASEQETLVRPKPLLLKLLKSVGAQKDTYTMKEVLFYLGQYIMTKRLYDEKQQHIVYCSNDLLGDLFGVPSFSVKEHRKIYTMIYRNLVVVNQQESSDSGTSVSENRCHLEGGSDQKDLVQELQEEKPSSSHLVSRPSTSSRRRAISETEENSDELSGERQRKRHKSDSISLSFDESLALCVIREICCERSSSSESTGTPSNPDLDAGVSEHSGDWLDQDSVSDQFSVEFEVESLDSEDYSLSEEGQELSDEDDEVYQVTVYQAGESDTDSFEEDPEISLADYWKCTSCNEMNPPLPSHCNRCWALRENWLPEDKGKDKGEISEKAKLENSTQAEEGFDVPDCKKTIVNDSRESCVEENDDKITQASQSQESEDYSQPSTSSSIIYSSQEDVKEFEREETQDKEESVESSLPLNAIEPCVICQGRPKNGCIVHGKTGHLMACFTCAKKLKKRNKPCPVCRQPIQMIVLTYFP
UPR CHOP act – activators of apoptotic arm of unfolded protein response (CHOP). CHO-CHOP luciferase reporter, UPR activation, luminescence; percent of tunicamycin response over DMSO baseline. activation, % at 10 µM. 330,000 compounds, 0.34% hits. AID 449763;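 active = at 10 µM dose, activation of 40% or more, normalized to positive control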;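 note: 100% = tunicamycin at 10 µg/mL and 0% = DMSO alone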
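Material: CHO-CHOP cells, stable luciferase reporter of PERK-eIF2a-CHOP signalling; quantity: 500 reporter cells seeded per well; buffer or medium: F12 medium containing 10% fetal bovine serum; compound: one dose, 10 µM in 0.5% DMSO; incubation: 6 h compound treatment, 37 °C; measured by: Steady-Glo luciferase luminescence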
tim10-1 inh – growth inhibitors of tim10-1 mutant yeast | 330,000 compounds, 2.2% hits | inhibition, % at 20 µM | AID 463190 | S. cerevisiae tim10-1 ts strain growth, BacTiter-Glo, 24 h;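 active = inhibition of at least 40%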;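 note: mutant grown at 25 °C; 0% = DMSO wells with yeast and 100% = wells holding no yeast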
UPR XBP1 act – activators of adaptive arm of unfolded protein response (XBP1) | CHO-XBP1 luciferase reporter, IRE1-XBP1 UPR activation, luminescence; percent of tunicamycin response, DMSO as zero | activation, % at 20 µM | 330,000 compounds, 0.33% hits;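 active = versus positive control, 20 µM dose yields 30% or more activation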;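 note: 100% = tunicamycin at 10 µg/mL and 0% = DMSO only wells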
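Signal: luciferase luminescence; Assay system: CHO-XBP1 luciferase reporter cells; Amount: one thousand reporter cells per well; Dosing: 20 µM single concentration, DMSO 1%; Benchmarks: high control tunicamycin 10 µg/mL final, low control DMSO vehicle only; Schedule: 6 h compound exposure at 37 °C, 5% CO2; Evaluation: percent activation relative to tunicamycin reference.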
Numbers without * were called inactive. Not all compounds are listed, so the mix of outcomes need not match the whole.

SMILES	tim23-1 inh	APJ ag	CXCR6 block	TIM10 inh	APJ antagonist	Mdm2-MdmX inh	UPR CHOP act	tim10-1 inh	UPR XBP1 act
COc1ccccc1/C=N/NC(=O)Cn1cnc([N+](=O)[O-])n1	5	2	-1	13	-16	10	-1.1	2	-2
O=C(Nc1ccc(F)cc1F)NC1CCCCCCC1	29	-4	6	11	-2	11	4.6	9	4
NC(=O)NC(=O)COC(=O)[C@H](Cc1ccccc1)NC(=O)c1cccs1	8	-6	-5	-12	-25	8	-0.1	-7	1
O=C(NC1CCCC1)C(c1cccnc1)N(C(=O)c1csnn1)C1CCCC1 (configuration not stated)	10	3	2	-1	9	-15	1.0	10	-4
O=C(Cn1c(=O)oc2cc(S(=O)(=O)N3CCCC3)ccc21)N1CCN(c2ccccc2)CC1	23	-3	12	2	-32	-12	3.5	0	-1
COc1ccccc1NC(=O)N(CCN(C)C)Cc1cc2cc(C)ccc2[nH]c1=O	1	-2	-2	13	-2	20	1.6	6	-4
Cc1ccc(C)c(Cn2nnc3c(=O)[nH]c(C(=O)NCC4CCCO4)nc32)c1 (configuration not stated)	24	-2	5	-14	-6	23	0.2	1	-1
O=C(Cn1cc2c(n1)CCCCC2)NC1CCN(Cc2ccccc2)CC1	10	-5	-3	-15	-30	6	1.2	2	-4
CCCN(CCC)CCNC(=O)C1CCN(S(=O)(=O)c2cccc3nsnc23)CC1	5	-1	2	5	16	7	2.6	3	-7
CCOc1ccc(C(C)(C)C)cc1S(=O)(=O)N1CCOCC1	25	-5	-1	-2	10	26	-1.0	26	0
O=C(C1CC1)n1cc(C(=S)N2CCOCC2)c2ccccc21	11	-3	1	7	16	1	2.5	6	-3
Cc1cc(SCC(=O)Nc2ccccc2C)nc(C)n1	-6	0	5	-2	-15	12	0.9	12	-1
O=C(c1ccccc1[N+](=O)[O-])N1CC2C3C=CC(C3)C2C1 (configuration not stated)	7	-1	4	-11	0	18	-0.3	4	-1
O=C(O)C1CSC2(c3ccc(F)cc3)CCC(=O)N12 (configuration not stated)	0	-1	-5	6	-10	0	3.0	2	-3
COc1cccc(CN(C)CC(=O)NCc2ccc(F)cc2)c1OC	18	-2	8	4	-4	-2	-1.6	28	-4
CCC(=O)Nc1cccc(NC(=O)c2ccc3c(c2)OCCO3)c1	0	0	-5	12	-2	2	4.2	12	1
COc1cccc(CN(C)Cc2nc(Cc3ccccc3Cl)no2)c1	8	-4	0	-10	13	11	0.7	21	-4
CCOC(=O)c1ccccc1NC(=O)COC(=O)CCC(=O)c1ccccc1	36	-4	-2	5	11	6	1.3	13	1
CCOc1ccc(NC(=O)CCC(=O)NNS(=O)(=O)c2ccccc2[N+](=O)[O-])cc1	-1	-3	-9	9	0	12	-1.6	-5	4
CCC(C)(C(=O)NC1CCCCC1)N(Cc1ccco1)C(=O)c1ccc2c(c1)OCO2 (configuration not stated)	23	-4	0	13	-4	24	-0.9	20	-2
Cc1ccc(S(=O)(=O)N2CCCC(C(=O)N3CCCc4ccccc43)C2)cc1 (configuration not stated)	26	4	2	24	9	5	-0.4	24	-2
O=C(COC(=O)c1ccc2ccccc2n1)Nc1ccccc1F	7	-1	1	-3	10	-5	3.6	1	-3
Cc1cccc(NC(=O)c2ccccc2-c2ccccc2)c1	13	-3	-3	1	-1	-37	-0.1	22	-3
Cc1noc(C)c1COC(=O)COc1cccc2c1OC(C)(C)C2	10	-1	2	-8	4	9	-8.7	24	2
C=CC(=O)N=c1sc2ccccc2n1-c1ccccc1	53*	-2	8	33	12	82*	15	51*	-5
NS(=O)(=O)c1ccc(NN=C2CCCCC2)c([N+](=O)[O-])c1	-3	0	8	1	-7	0	1.4	-2	0
Cc1ccc(CSc2nnc3ccc(-c4ccncc4)nn23)cc1	-6	-1	3	-10	5	30	-1.2	10	-2
Cc1ccc(C(C)C)cc1OCC(=O)Nc1ccc(-n2cnnn2)cc1	12	4	-3	4	-6	12	-0.9	-5	-3
COc1cc(C)c(NC(=O)C(=S)NCCc2ccccc2)cc1C	-3	-1	-1	14	11	6	0.9	5	-4
O=C(COC(=O)c1cc[n+]([O-])cc1)Nc1ccccc1Cl	13	-4	3	-1	-16	-8	-1.7	13	-2
c1coc(C2Nc3ccccc3-c3nc4ccccc4n32)c1 (configuration not stated)	30	-1	-10	15	1	14	-0.4	35	3
O=c1oc2cc(O)ccc2c2ccccc12	-6	-1	4	-5	-13	10	-2.1	-98	1
C/C(=N\NC(=O)c1ccc(-c2ccccc2)cc1)C1C(=O)c2ccccc2C1=O	9	-5	5	5	39	19	0.4	7	3
Cc1ccccc1OCC(=O)O/N=C(\N)c1ccncc1	8	-3	-1	-2	-1	-19	4.3	2	7
COc1ccc(C(=O)N(CC2CCCO2)C(C(=O)NC2CCCC2)c2ccc(Cl)cc2)cc1OC (configuration not stated)	27	-2	5	10	19	1	-1.4	16	-1
CCc1ccc(C(=O)NCC2COc3ccccc3O2)o1 (configuration not stated)	18	-2	1	9	5	-22	3.2	24	0
CCCn1c(Cc2ccccc2)nnc1SC(C)C(=O)NC1CC1 (configuration not stated)	-21	-2	5	-7	10	19	1.2	24	-1
CCOC(=O)c1sc(N)c(C(=O)Nc2ccccc2OC)c1C	26	-5	6	24	10	56*	1.6	8	2
C=CCC[C@H](Cc1ccc(F)cc1)C(=O)OC[C@@H](Cc1c[nH]c2ccccc12)NC(=O)[C@@H](CC=C)CC(=O)N(CCO)Cc1ccccc1	21	1	11	6	-18	86*	10	8	2
Cc1ccc(N=Nc2c(N)nn(-c3ccccc3)c2N)cc1	4	-2	6	16	8	-126	3.2	14	1
COc1ccccc1N1CCN(C(c2cccs2)C(C)NC(=O)c2cccs2)CC1 (configuration not stated)	29	-3	1	21	17	25	-1.0	23	-3
COc1cc(OC)cc(-c2c(-c3cccs3)c3cc(-c4ccc(CN5CCOCC5)cc4)ccc3n2C)c1	12	-2	-4	16	-9	25	2.0	9	-1
Cc1ccc2c(c1)S/C(=C/c1ccc[n+](CCO)c1)N2C	-18	-4	4	-7	21	36	-1.1	-11	-2
COc1ccc(Oc2nnnn2-c2ccccc2)cc1	9	0	-3	16	13	-29	2.0	20	3
Cc1ccc(CNC(=O)C2CSC3(C)CCC(=O)N23)cc1 (configuration not stated)	2	-3	0	3	2	-2	-1.8	1	-2
CC(C)CCn1nc(C(=O)Nc2nc3c(s2)CCCC3)c2ccccc2c1=O	11	-1	2	18	4	49	-0.8	21	15
CCOc1ccc(-c2nnc(SCC(=O)O)n2Cc2ccccc2)cc1	10	-2	2	-2	7	5	4.7	7	-2
COC(=O)CN(C#N)c1nc(NC(C)C)nc(NC(C)C)n1	10	1	5	1	-2	13	-1.5	7	-2
COc1ccc(NC(=O)c2cc3nc(-c4ccccc4)cc(C)n3n2)cc1OC	29	1	0	29	4	22	1.4	51*	4
Cc1c(CNCCc2ccccc2)c(C(=O)O)c(C)n1-c1ccccc1	7	-2	7	-5	-3	9	-0.2	15	-4

Part of the list above, field by field:
O=C(NC1CCCC1)C(c1cccnc1)N(C(=O)c1csnn1)C1CCCC1 (configuration not stated)
  tim23-1 inh: 10
  APJ ag: 3
  CXCR6 block: 2
  TIM10 inh: -1
  APJ antagonist: 9
  Mdm2-MdmX inh: -15
  UPR CHOP act: 1.0
  tim10-1 inh: 10
  UPR XBP1 act: -4
NS(=O)(=O)c1ccc(NN=C2CCCCC2)c([N+](=O)[O-])c1
  tim23-1 inh: -3
  APJ ag: 0
  CXCR6 block: 8
  TIM10 inh: 1
  APJ antagonist: -7
  Mdm2-MdmX inh: 0
  UPR CHOP act: 1.4
  tim10-1 inh: -2
  UPR XBP1 act: 0

The results go on.
SMILES	tim23-1 inh	APJ ag	CXCR6 block	TIM10 inh	APJ antagonist	Mdm2-MdmX inh	UPR CHOP act	tim10-1 inh	UPR XBP1 act
N#C/C(=C\c1ccc(Cl)cc1)c1nc2ncccc2[nH]1	39	-1	-15	38	-16	23	3.5	1	11
N#Cc1ccc(OCC(=O)OCC(=O)Nc2cc(C(F)(F)F)ccc2N2CCOCC2)cc1	15	-2	-10	7	12	21	-2.1	7	-2
Clc1ccc2ccc3cccnc3c2n1	15	-3	-1	12	-3	9	3.1	-28	-3
CCn1cc(Cl)c(C(=O)Nc2cc(C(=O)OC)cc(C(=O)OC)c2)n1	10	-2	1	-1	-15	-7	-1.3	11	-2
CCC(C)OC(=O)c1cc(C)nc2c(Br)cc(Br)cc12 (configuration not stated)	-1	-6	-4	-26	2	3	0.5	20	2
CCc1nc(SCc2cccnc2)[nH]c(=O)c1C	-4	4	3	3	3	12	1.5	12	-1
CC(=O)N1CCOc2ccc(S(=O)(=O)N3CCC(C(=O)Nc4ccccc4F)CC3)cc21	7	-3	6	-5	-11	4	-0.6	15	0
COc1ccc([C@@H]2[C@@H]3C(=O)N(C(C)(C)C)C(=O)[C@@H]3[C@]3(Cc4ccc(Cl)cc4)C(=O)N(c4cccc(C)c4)C(=O)N23)cc1	-2	3	0	-12	-66	19	-0.4	6	-1
O=C(CCC1CCCCC1)Nc1ccccc1O	41	-2	-5	29	-17	-30	3.1	20	5
COc1ccc(NC(=O)CN(C)C(=O)CNC(=O)c2cccs2)cc1	-6	-1	-5	11	-37	19	1.0	-24	-5
COc1ccc(Br)cc1CN1CCN(C(=O)c2ccc(F)cc2)CC1	16	2	0	22	-7	-15	-0.4	8	14
CC(=O)OC(c1nc2ccccc2c(=O)n1C1CC2(OC1=O)c1ccccc1N1C(=O)C(C)(C)N(O)C12)C(C)C (configuration not stated)	20	-2	-2	5	-65	24	0.7	18	2
O=C1Nc2ncccc2OC1CCCl (configuration not stated)	7	1	-10	19	-9	-12	1.4	8	3
CCc1nnc2sc(-c3ccc(NC(=O)CSc4ccc(Cl)cc4)cc3)nn12	-19	-3	-4	-8	26	38	7.0	-8	2
CCOC(=O)N1CCC(C(=O)Nc2ccc(OCC)cc2)CC1	-8	-5	-9	-5	18	17	1.4	-9	-1
Cc1ccc(S(=O)(=O)N(C)c2cc(S(=O)(=O)Nc3ccncc3)c(C)cc2C)cc1	2	-1	-9	8	5	10	-0.2	7	-2
O=C(N=C1SC2CS(=O)(=O)CC2N1c1ccc(Br)cc1F)C1CC1 (configuration not stated)	-4	0	-2	-5	20	22	-2.8	-10	0
c1ccc(CN2CCN(c3nc(-c4ccccc4)nc4ccccc34)CC2)cc1	9	2	8	18	-1	4	0.9	40	2
CCOC(=O)/C(C#N)=C1\CC2CCC1(C)C2(C)C (configuration not stated)	20	-3	1	-8	-5	4	2.0	2	-2
